# From PubChem BioAssay
# Hep lipid drop = modulators of hepatic lipid droplet formation. AML12 mouse hepatocytes, oleate lipid droplets, BODIPY imaging. inhibition, % at 6.5 µM. 240,000 tested, 0.4% active;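 active means lipid droplet intensity inhibited by at least 50%, with more than 500 cells counted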
#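 Assay system: AML12 hepatocytes (mouse) / Also added: 100 µM oleic acid challenge / Times: overnight treatment with compound plus oleate / Detection: high-content imaging of BODIPY-stained droplets and DAPI nuclei / Evaluation: % inhibition of lipid droplet signal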
# Insulin prom up = MIN6 insulin promoter up-regulation | 190,000 tested, 0.3% active | MIN6 insulin promoter-GFP reporter, high-content imaging; stronger effect = higher value | z-score at 5 µM;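 active means z-score above 3 at 5 µM with at least 500 cells counted in the well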
# Autophagy mod = autophagy modulation, high-content screen; 190,000 tested, 0.98% active; MEF GFP-LC3 puncta imaging; test concentration mostly 10 µM; AID 463193; calls only at 10 µM (by protocol);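 active means percentage of spot-positive cells more than 3 SD above its plate mean, without a fluorescence outlier flag or 80% toxicity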;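 further: spot-positive cell cutoff set from DMSO-treated cells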
# NOD2 inhibition = NOD2 signaling inhibitors, cell-based, luminescence, uHTS, HEK293 (AID 1566); HEK293 NOD2/NF-kB luciferase reporter, luminescence; higher % means a stronger effect; one-dose inhibition, % at 4 µM; EC50 in µM for titrated hits; 290,000 tested, 0.63% active; in the data active means inhibition above about 50%; further: many of its hits are not listed in these tables
# bCat nuc transl = beta-catenin nuclear translocation modulation; HeLa beta-catenin nuclear translocation, immunofluorescence imaging; nuclear translocation activity, % at 5 µM; 190,000 tested, 0.3% active; AID 1665;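 active means nuclear translocation activity above 50% at 5 µM, with a well cell count of 50 or more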;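 further: per-cell ratio of nuclear to cytoplasmic median beta-catenin stain intensity; plate controls were DMSO negative control for no effect and GSK-3 inhibitor IX positive control for full effect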
#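 System: Human HeLa cells, endogenous beta-catenin | Compound dosing: 5 µM primary, 0.02–20 µM confirmation | Timing: 24 h compound exposure at 37°C, 5% CO2 | Measured by: Fluorescence imaging of beta-catenin antibody stain plus DAPI | Read-out basis: % activation of per-cell nuclear versus cytoplasmic median beta-catenin signal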
# Dynein transport = blocks dynein driven cargo transport along microtubules; 3617.4 mouse cells, GR-EGFP nuclear translocation imaging; test concentration mostly 20 µM; stimulated with dexamethasone, 1 µM; stronger effect = lower value; z-score, hits read low; 220,000 tested, 0.47% active; AID 1381;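 active means plate z-score of nuclear minus cytoplasmic receptor signal below a set negative limit, without overly bright fluorescence or cell loss, cut at about -3.5 in these data, passing the limit was not always enough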;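 further: z-score of nuclear minus cytoplasmic ring GR-EGFP intensity difference per well; some compounds called inactive have numbers as strong as hits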
#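 Medium: Induction medium lacking tetracycline, stripped serum | Probe or stimulus: 1.0 µM final dexamethasone stimulus | Schedule: 48 h induction, then 1 h compound, then 30 min agonist, 37 °C | Signal: Automated 10x imaging of fixed Hoechst-stained cells | Evaluation: Per-cell GR-EGFP intensity, nucleus versus surrounding cytoplasmic ring, well-averaged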
# MT stabilize HCS = microtubule stabilizers in HeLa cells; HeLa tubulin immunostaining HCS, 24 h; share of cells brighter than vehicle mean+2SD; % tubulin-high responders, % at 10 µM; 200,000 tested, 0.83% active;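 active means plate Z-score above 3 for both tubulin-high and condensed-nucleus cell shares, with cell loss under 80%, at 10 µM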;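 further: anti alpha tubulin signal scored within the nucleus-defined area of each cell; some results filed as inactive read as strong as hits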
# WT yeast gro inh = growth inhibition of WT yeast, mitochondrial fusion screen | 190,000 tested, 2.1% active | mitochondrial fusion phenotypic screen, WT strain | inhibition, % at 10 µM; in the data active means inhibition above about 58%; tested in S. cerevisiae
# Yfh1-depleted yeast = enhancers of respiration in Yfh1-depleted yeast, dose response, Friedreich's ataxia, plus single-dose screen (AID 1465). S. cerevisiae Yfh1-off respiration, WST-1 reduction, 72 h; higher fold induction means a stronger effect. fold induction at 50 µM; hits with a dose series show EC50 in µM. 220,000 tested, 0.074% active;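 active means fold induction of absorbance versus untreated yeast above a set limit, then at least 30% activation at any dose in follow-up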;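 further: activators that raise dye reduction in frataxin-depleted yeast; strong numbers were not always called active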
# WT yeast gro inh mutant strain = recorded beside WT yeast gro inh, whose call it bears; inhibition, %; mitochondrial fusion phenotypic screen, mutant strain inhibition
# Dynein transport cytoplasmic EGFP = further read-out of Dynein transport, marked with its call; z-score; measured here: cytoplasmic GR-EGFP intensity; stronger effect = higher value
# Dynein transport nuclear GR-EGFP = further read-out of Dynein transport, marked with its call; z-score; measured here: nuclear GR-EGFP intensity;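 lower value marks the stronger effect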
# Dynein transport cell count = recorded beside Dynein transport, whose call it bears; z-score; measured here: cell count per field
# Insulin prom up cell count = second read-out of Insulin prom up, no call of its own (marks repeat the call); cell count; measured here: cytotoxicity, nuclei count;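 total cells summed across four imaged fields per well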
# Hep lipid drop cells 6.5 µM = further read-out of Hep lipid drop, marked with its call; cell count; measured here: cell count, cytotoxicity flag;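 cells counted across two imaged fields per well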
# bCat nuc transl cell count 5 µM = second read-out of bCat nuc transl, no call of its own (marks repeat the call); cell count; measured here: cell count, cytotoxicity flag
# MT stabilize HCS Hoechst-high % = also measured in MT stabilize HCS; calls as there; % Hoechst-high responders; measured here: nuclear condensation Hoechst responders;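 share of cells brighter than vehicle mean plus two SD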
# MT stabilize HCS cytotoxicity % = second read-out of MT stabilize HCS, no call of its own (marks repeat the call); toxicity, %; measured here: cytotoxicity by cell density;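 0% = mean cell density of plate MIN control wells and 100% = no cells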
# Autophagy mod cell loss 18 h = recorded beside Autophagy mod, whose call it bears; toxicity, %; measured here: cell loss, nuclei count;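 cell loss after 18 h compound exposure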
# * hit, by the source's call; i = inactive; / = not tested or not shown. Only part of the results is shown; the hit share may differ from the screen's.
SMILES,Hep lipid drop,Insulin prom up,Insulin prom up cell count,Autophagy mod,NOD2 inhibition,bCat nuc transl,bCat nuc transl cell count 5 µM,Dynein transport,MT stabilize HCS,WT yeast gro inh,Yfh1-depleted yeast,others
CC(=O)c1c2c3c(cccc3n(C)c1=O)C(=O)c1ccccc1-2,-3,/,/,/,-14%,/,/,/,/,/,/,Hep lipid drop cells 6.5 µM=880
Cc1ccnc(Cc2ccccc2)n1,-1,/,/,/,-10%,/,/,/,/,/,/,Hep lipid drop cells 6.5 µM=424
Cc1cc(N2CCN(C3CCCC3)CC2)n2ncc(-c3ccccc3)c2n1,/,/,/,/,-30%,-2.2,1018,/,/,/,/,
COc1ccc(/C(O)=C2/C(=O)C(=O)N(CCCN(C)C)C2c2cccnc2)cc1 (configuration not stated),/,/,/,/,-9%,-2.7,874,/,/,/,/,
O=c1[nH]c2ccccc2n1Cc1ccc(F)cc1,16,/,/,/,5%,/,/,/,/,21,/,WT yeast gro inh mutant strain=7;Hep lipid drop cells 6.5 µM=725
Cc1onc(-c2ccccc2Cl)c1C(=O)NCCn1c(C)cc2ccccc21,-13,/,/,/,3%,/,/,/,/,18,/,WT yeast gro inh mutant strain=0;Hep lipid drop cells 6.5 µM=706
O=C(CSc1ncnc2nc[nH]c12)c1ccc(Cl)cc1,-5,/,/,/,16%,/,/,/,/,9,/,WT yeast gro inh mutant strain=3;Hep lipid drop cells 6.5 µM=716
O=C(c1ccc(C(=O)N2CCCc3ccccc32)nc1)N1CCCc2ccccc21,/,/,/,/,10%,-1.0,860,/,/,/,i,
c1ccc(-n2ncc3c(N4CCN(c5ccccn5)CC4)nc(N4CCOCC4)nc32)cc1,/,-0.82,788,/,13%,-3.7,928,/,/,/,/,
CCN(CC)CCCN1C(=O)C(=O)/C(=C(/O)c2ccc3c(c2)CC(C)O3)C1c1ccncc1 (configuration not stated),/,0.57,1057,/,-7%,-5.8,934,/,/,/,/,
CN(C)CCN1C(=O)c2oc3ccccc3c(=O)c2C1c1ccccc1 (configuration not stated),/,0.47,1368,/,12%,-2.9,831,/,/,/,/,
O=c1oc2c(CN3CCCCCC3)c(O)ccc2cc1-c1nc2ccccc2[nH]1,/,1.8,1213,/,9%,-5.8,913,/,/,/,/,
CCc1ccc(N2CCCn3c2nc2c3c(=O)n(CCN3CCOCC3)c(=O)n2C)cc1,/,-0.43,1499,/,21%,-6.8,974,/,/,/,/,
CC(C)c1nc2oc3c(N4CCN(C)CC4)ncnc3c2c2c1CCC2,/,-3.1,922,/,20%,-5.1,982,/,/,/,/,
COc1ccc(-c2nsc3c(N4CCN(S(=O)(=O)c5ccccc5)CC4)ncnc23)cc1,/,0.24,1400,/,9%,-4.9,882,/,/,/,/,
Cc1oc(/N=C/c2c(O)ccc3ccccc23)c(C#N)c1C,/,1.1,1297,/,18%,-0.7,946,/,/,/,/,
Cc1ccc2nc(NC3=NCN(CCc4ccccc4)CN3)nc(C)c2c1,/,-1.8,1057,/,16%,-4.3,974,/,/,/,/,
CCCCCOc1ccc(/C=c2\sc3ncnn3c2=O)cc1,/,0.91,1141,/,0%,-0.2,1139,/,/,/,/,
O=C1c2oc3ccc(Br)cc3c(=O)c2C(c2cccnc2)N1Cc1ccco1 (configuration not stated),/,-0.09,942,/,-15%,-2.0,1136,/,/,/,/,
Cn1cnnc1SCC(=O)N1c2ccccc2-c2c(ssc2=S)C1(C)C,/,-0.06,1123,/,-2%,-2.3,960,/,/,/,/,
Cc1cc(C)n(-c2nc(SCC(=O)NCC3CCCO3)c3c4c(sc3n2)CCCC4)n1 (configuration not stated),/,0.2,1050,/,-62%,-0.7,1178,/,/,/,/,
Cc1nnc(NC(=O)CCC(=O)N2CCN(CCc3ccccc3)CC2)s1,/,0.28,1340,/,15%,-0.5,1148,/,/,/,/,
CCOC(=O)c1cc2c(=O)n3ccccc3nc2n(Cc2ccccc2Cl)c1=N,/,0.45,1130,/,-2%,-7.4,997,/,/,/,/,
Cc1ccc2nc(Nc3nc(=O)c4ccccc4n3C)nc(C)c2c1,/,1.9,1055,/,-19%,-1.0,1138,/,/,/,/,
Cc1cnc(C(=O)Nc2ccc(C(=O)N(C)C3CCCCC3)cc2)cn1,/,0.86,940,/,1%,-4.1,860,/,/,/,/,

# 7 successive entries out of the list so far, for reference:
SMILES,Hep lipid drop,Insulin prom up,Insulin prom up cell count,Autophagy mod,NOD2 inhibition,bCat nuc transl,bCat nuc transl cell count 5 µM,Dynein transport,MT stabilize HCS,WT yeast gro inh,Yfh1-depleted yeast,others
CC(=O)c1c2c3c(cccc3n(C)c1=O)C(=O)c1ccccc1-2,-3,/,/,/,-14%,/,/,/,/,/,/,Hep lipid drop cells 6.5 µM=880
Cc1ccnc(Cc2ccccc2)n1,-1,/,/,/,-10%,/,/,/,/,/,/,Hep lipid drop cells 6.5 µM=424
Cc1cc(N2CCN(C3CCCC3)CC2)n2ncc(-c3ccccc3)c2n1,/,/,/,/,-30%,-2.2,1018,/,/,/,/,
COc1ccc(/C(O)=C2/C(=O)C(=O)N(CCCN(C)C)C2c2cccnc2)cc1 (configuration not stated),/,/,/,/,-9%,-2.7,874,/,/,/,/,
O=c1[nH]c2ccccc2n1Cc1ccc(F)cc1,16,/,/,/,5%,/,/,/,/,21,/,WT yeast gro inh mutant strain=7;Hep lipid drop cells 6.5 µM=725
Cc1onc(-c2ccccc2Cl)c1C(=O)NCCn1c(C)cc2ccccc21,-13,/,/,/,3%,/,/,/,/,18,/,WT yeast gro inh mutant strain=0;Hep lipid drop cells 6.5 µM=706
O=C(CSc1ncnc2nc[nH]c12)c1ccc(Cl)cc1,-5,/,/,/,16%,/,/,/,/,9,/,WT yeast gro inh mutant strain=3;Hep lipid drop cells 6.5 µM=716

# Next section
SMILES,Hep lipid drop,Insulin prom up,Insulin prom up cell count,Autophagy mod,NOD2 inhibition,bCat nuc transl,bCat nuc transl cell count 5 µM,Dynein transport,MT stabilize HCS,WT yeast gro inh,Yfh1-depleted yeast,others
COc1cccc(-c2nnc3sc(-c4ccc(Cl)cc4)nn23)c1,/,0.69,1284,/,15%,-0.3,1165,/,/,/,/,
Cc1ccc2nc3c(cc(C#N)c(=O)n3CCN3CCOCC3)c(=O)n2c1,/,-0.43,846,/,-3%,-0.8,1152,/,/,/,/,
CCOc1ccc(NC(=O)CN2CCC(NC(=O)C3CCCCC3)CC2)cc1,/,0.96,1301,/,6%,-4.5,795,/,/,/,/,
COc1ccc(-c2ccc(-c3noc(-c4ccc(OC)c(OC)c4)n3)c(OC)n2)cc1,/,-2.4,828,/,21%,0.5,1116,/,/,/,/,
O=C1CCCCCN1CP(=O)(O)CN1CCOCC1,/,0.03,1457,/,2%,-7.2,928,/,/,/,/,
Cc1ccc2cc(C#N)c(SCC(=O)NCC3CCCO3)nc2c1C (configuration not stated),/,0.9,1225,/,-5%,-1.6,993,/,/,/,/,
COc1ccc(/C(O)=C2\C(=O)C(=O)N(CCCN(C)C)C2c2ccccc2F)cc1Cl (configuration not stated),/,-0.27,1004,/,5%,0.2,1177,/,/,/,/,
CCc1cc(=O)oc2cc(OCC(=O)N3CCc4ccccc43)ccc12,/,0.46,1216,/,6%,-0.6,1164,/,/,/,/,
c1cnc(N2CCN(c3ncnc4c3oc3ccccc34)CC2)nc1,/,0.2,1206,/,25%,-0.5,1131,/,/,/,/,
Cc1ccc(S(=O)(=O)Oc2ccc(/C=N/N=C3/NC(=O)C(CC(=O)O)S3)cc2)cc1 (configuration not stated),3,/,/,/,15%,0.0,1514,/,/,/,/,Hep lipid drop cells 6.5 µM=697
CN(C)c1cc(NC(=O)CN2CCOCC2)c2ccccc2n1,/,/,/,/,/,/,/,-1.1,10,25,/,WT yeast gro inh mutant strain=-2;Dynein transport cytoplasmic EGFP=-0.18;Dynein transport nuclear GR-EGFP=-0.61;Dynein transport cell count=0.28;MT stabilize HCS Hoechst-high %=2.1;MT stabilize HCS cytotoxicity %=6.3
CCCOc1ccc(C2/C(=C(/O)c3ccccc3)C(=O)C(=O)N2CCCN(C)C)cc1OC (configuration not stated),/,/,/,i,/,/,/,-0.1,4.0,/,/,Dynein transport cytoplasmic EGFP=-0.22;Dynein transport nuclear GR-EGFP=0.24;Dynein transport cell count=0.79;MT stabilize HCS Hoechst-high %=1.4;MT stabilize HCS cytotoxicity %=7.8;Autophagy mod cell loss 18 h=-2
COc1nc(-c2ccc(Cl)cc2)ccc1-c1noc(-c2ccncc2)n1,/,/,/,i,/,/,/,0.6,1.8,/,/,Dynein transport cytoplasmic EGFP=-0.22;Dynein transport nuclear GR-EGFP=0.25;Dynein transport cell count=-0.67;MT stabilize HCS Hoechst-high %=1.0;MT stabilize HCS cytotoxicity %=4.9;Autophagy mod cell loss 18 h=-4
CCN(CC)CCCN1C(=O)C(O)=C(C(=O)c2cccs2)C1c1ccccn1 (configuration not stated),/,/,/,i,/,/,/,0.69,3.5,/,/,Dynein transport cytoplasmic EGFP=-0.24;Dynein transport nuclear GR-EGFP=0.2;Dynein transport cell count=0.54;MT stabilize HCS Hoechst-high %=2.2;MT stabilize HCS cytotoxicity %=0.2;Autophagy mod cell loss 18 h=-6
